Screens as filed in PubChem.
PPARg SRC-1 ag: PPARgamma-driven SRC-1 recruitment agonism. P37231. PPARgamma-SRC-1 coactivator recruitment biochemical assay. activation, % at 8 µM. hit rate 0.41% among 200,000. AID 631; in the data active = activation above about 19%;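 also: 0% = DMSO and 100% = reference agonist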
PPARg SRC2 recr: promotes SRC-2 coactivator recruitment by human PPARgamma | P37231 | PPARgamma LBD-SRC-2 recruitment, biochemical | activation, % at 8 µM | hit rate 0.34% among 200,000; in the data active = activation above about 22%;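 also: 0% = vehicle and 100% = reference agonist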
PPARg SRC-3 ag: PPARgamma-driven SRC-3 recruitment agonism; biochemical PPARgamma/SRC-3 coactivator recruitment assay; activation, % at 8 µM; hit rate 0.26% among 200,000; AID 731; in the data active = activation above about 23%;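 also: 0% = DMSO and 100% = reference agonist; some compounds past the cut are filed as inactive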
Diaph act CS: counter-screen for diaphorase-based assays: diaphorase activators and chemical reducers. activation factor at 20 µM. hit rate 0.005% among 190,000. Diaphorase/resazurin coupled assay, resorufin fluorescence, 16 min; stronger effect = higher value; 1 = vehicle wells, 0 = NADH-free wells;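 active = diaphorase activity raised at least twofold by the compound at 20 µM; inactive = activation factor below 2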
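System – purified diaphorase enzyme from Clostridium kluyveri · Input – enzyme 0.07 U/mL final · Also added – final NADH 0.114 mM, resazurin 0.1 mM · Measured by – fluorescence of resorufin, 544 nm excitation, 590 nm emission · Timing – 16 min enzyme reaction, ambient temperature · Measure – resorufin increase flagging diaphorase activators or reducers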
G6PDH counter: counter-screen for G6PDH assay hits: L. mesenteroides G6PDH inhibition; Purified L. mesenteroides G6PDH, diaphorase/resazurin coupled fluorescence, 45 min; inhibition, % at 5 µM; hit rate 0.12% among 200,000; in the data active = inhibition above about 50%
S1P3 antag: S1P3 (human) receptor antagonism; Q99500; CHO S1P3 NFAT-BLA reporter, FRET fluorescence, antagonist mode; inhibition, % at 4.98 µM; hit rate 0.27% among 170,000;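 active = inhibition above the plate cutoff, the mean inhibition of test wells on that plate plus 3 SD, cut at about 28% in these data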;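 also: cells challenged with S1P at its EC80 of 0.8 µM; blue over green emission ratio from cleaved BLA substrate after 4 h stimulation; 0% = S1P-stimulated wells and 100% = unstimulated DMSO-only wells; some compounds past the cut are filed as inactive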
Target sequence (Q99500 whole entry, looked up): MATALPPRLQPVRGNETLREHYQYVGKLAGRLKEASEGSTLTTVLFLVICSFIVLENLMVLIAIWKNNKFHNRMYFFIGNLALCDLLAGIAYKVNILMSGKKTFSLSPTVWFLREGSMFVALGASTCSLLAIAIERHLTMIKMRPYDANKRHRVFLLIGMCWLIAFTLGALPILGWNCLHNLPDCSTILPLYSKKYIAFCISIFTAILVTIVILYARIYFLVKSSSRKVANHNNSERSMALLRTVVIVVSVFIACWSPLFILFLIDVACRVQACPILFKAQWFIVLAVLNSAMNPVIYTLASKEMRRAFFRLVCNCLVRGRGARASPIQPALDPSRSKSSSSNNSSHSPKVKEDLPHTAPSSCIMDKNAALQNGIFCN
PMI act hi M6P: increases human PMI activity with near-saturating mannose 6-phosphate; P34949; coupled PMI enzyme assay, resazurin fluorescence, 20 min; stronger effect = higher value; 1 = untreated enzyme, 0 = substrate-free blank; activation factor at 20 µM; hit rate 0.34% among 190,000;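 active = activation factor of 2 or more at 20 µM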
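Material: human phosphomannose isomerase with PGI, G6PDH, diaphorase coupling enzymes. Quantity: 15 ng/mL PMI. Medium: HEPES pH 7.4 buffer with MgCl2 and Tween-20. Reagent: Near-saturating mannose-6-phosphate, 1.0 mM. Compound: 20 µM single dose. Times: enzyme reaction with compound 20 min at room temperature. Detection: resorufin fluorescence at Ex 544/Em 590 nm.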
Diaph inh CS: counter-screen for diaphorase-based assays: diaphorase inhibitors and chemical oxidizers; hit rate 0.69% among 190,000; inhibition, % at 20 µM; diaphorase resazurin-to-resorufin fluorescence, NADH, 16 min; bacterial (C. kluyveri) enzyme, not human;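 active = primary screen inhibition at 20 µM above a set limit, cut at about 50% in these data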;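 also: plate controls were DMSO with full reaction for no effect and wells lacking NADH for full effect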
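Test system: Clostridium kluyveri diaphorase enzyme / Quantity: diaphorase at 0.14 U/mL in enzyme working solution / Incubation: 16-min room-temperature incubation before reading / Benchmarks: NADH-free wells as positive control, DMSO-only neutral wells / Signal: resorufin fluorescence 544/590 nm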
SRC2 TRFRET art: counter-screen for PPARgamma SRC-2 recruitment agonists: TR-FRET artefact | stronger effect = higher value | TR-FRET ratio at 8 µM | hit rate 0.4% among 200,000; in the data active = TR-FRET ratio above about 2000; also: inactives centre near 1500
ROMK mod: human ROMK K+ channel modulation, primary screen; B-score at 10 µM; Tet-inducible ROMK, thallium flux fluorescence; actives lie on both sides; AID 1918; hit rate 2% among 130,000; P48048;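 active = signal ratio slope over the read window, or its plate-corrected B-score, at least 3 SD from the plate mean, either direction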;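 also: B-score of the F/F0 ratio slope over 7 to 12 s after thallium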
Target sequence (P48048 whole entry, looked up): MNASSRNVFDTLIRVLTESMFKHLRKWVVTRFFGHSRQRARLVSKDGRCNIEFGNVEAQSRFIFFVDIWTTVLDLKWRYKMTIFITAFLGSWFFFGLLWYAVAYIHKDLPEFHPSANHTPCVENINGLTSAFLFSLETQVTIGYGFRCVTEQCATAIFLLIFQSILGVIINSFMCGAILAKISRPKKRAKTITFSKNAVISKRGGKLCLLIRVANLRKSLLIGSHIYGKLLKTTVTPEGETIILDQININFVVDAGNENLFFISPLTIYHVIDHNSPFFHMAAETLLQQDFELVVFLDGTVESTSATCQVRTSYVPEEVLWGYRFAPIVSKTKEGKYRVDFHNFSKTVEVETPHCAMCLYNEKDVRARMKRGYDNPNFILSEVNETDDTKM
PMI activator: phosphomannose isomerase (human) activation | P34949 | purified human PMI, coupled resazurin fluorescence, 20 min; stronger effect = higher value; 1 = vehicle control, 0 substrate-free wells | activation factor at 20 µM | hit rate 0.005% among 190,000;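 active = activation factor of 2 or more at 20 µM, relative to plate controls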
Numbers without * were called inactive; . = not tested or not shown. No enrichment for hits. Share with any hit: about 3.3%.

SMILES	PPARg SRC-1 ag	PPARg SRC2 recr	PPARg SRC-3 ag	Diaph act CS	G6PDH counter	S1P3 antag	PMI act hi M6P	Diaph inh CS	SRC2 TRFRET art	ROMK mod	PMI activator
Cc1ccccc1CSCC(=O)NCc1ccco1	-1	-3	1	1	1	9	1	4	1559	-0.45	1
O=C(CN1C(=O)C(=O)N(C2CCCC2)C1=O)Nc1ccc(N2CCOCC2)cc1	8	1	1	1	6	-8	1.2	1	1749	1.4	1.2
Cc1ccc(C)c(S(=O)(=O)Nc2nc3ccc(S(N)(=O)=O)cc3s2)c1	2	4	0	0.7	0	-35	1	26	1474	0.79	1.1
COc1ccc(CCC(=O)N2CCc3ccccc32)cc1	3	4	-23	0.9	9	28	0.9	11	1434	.	0.9
COc1ccc([N+](=O)[O-])cc1N(CC(=O)N1CCCC1)S(C)(=O)=O	9	3	1	1	12	1	1	0	1557	0.38	1
CC(C(=O)Nc1ccc(F)c(F)c1F)N1CCCCCC1 (stereo not given)	0	3	4	0.9	5	.	0.9	10	1664	-0.3	0.8
O=C(N/N=C(\Cc1ncc[nH]1)c1ccccc1)c1ccncc1	3	-6	0	0.9	6	-7	1	6	1450	-0.5	1
COc1ccccc1NS(=O)(=O)c1cccc(C(=O)N/N=C(\C)c2ccc3c(c2)OCCO3)c1	2	2	6	0.9	5	-5	1	12	1563	.	0.9
CC12c3ccccc3C(c3ccccc31)C1C(=O)N(c3cccnc3)C(=O)C12 (stereo not given)	-4	2	-1	0.9	1	3	0.9	12	1418	.	0.8
COc1ccc(-c2nc(CNS(=O)(=O)c3cc(OC)ccc3OC)cs2)cc1	2	8	-2	0.8	19	-21	0.8	22	1541	.	0.8
CN(C)c1ccc(Sc2nnc(NC(=O)Nc3ccc(Cl)cc3Cl)s2)cc1	-1	4	3	0.9	7	-2	1	8	1537	0.089	0.9
O=c1cc(O)n(-c2ccccc2)c(=S)[nH]1	3	3	-3	0.8	5	.	1.4	21	1622	0.03	1.3
CC(C)(C)NC(=S)NNC(=O)c1ccccc1Cl	12	3	-1	1	3	0	1	2	1613	.	1
O=C(Cn1nnc(-c2ccccc2F)n1)Nc1ccc(S(=O)(=O)NC2CCCC2)cc1	0	-6	-5	1.2	10	-30	1.1	-20	1266	.	1
Cc1ccc2sc(NC(=O)c3ccc(N4C(=O)CCC4=O)cc3)nc2c1C	3	8	4	1	16	-38	1.1	2	1614	0.037	1
CC(C)CN(C(=O)COC(=O)c1ccc([N+](=O)[O-])o1)C1CCS(=O)(=O)C1 (stereo not given)	-6	-2	-4	0.8	6	-16	0.9	15	1579	-0.067	1
COC(=O)CSc1snnc1-c1ccc(F)cc1	-2	9	1	0.9	6	.	0.9	12	1619	-0.19	0.9
Cc1ccc(Nc2nc(N/N=C\c3ccc4c(c3)OCO4)nc(N3CCOCC3)n2)cc1	5	11	1	1.1	-6	-1	0.9	-6	1560	-1.3	1.1
CCOC(=O)N1CCc2c(sc3c2c(=O)n(Cc2ccccc2)c(=O)n3Cc2cccc(C)c2)C1	-1	2	1	0.8	9	-6	0.9	19	1393	1.6	0.9
C=CCn1c(=O)[nH]c2cc(C(=O)N3CCN(c4ccc(C(C)=O)cc4)CC3)ccc2c1=O	4	3	-4	0.9	2	.	1	12	1395	-0.32	0.9
COc1ccc(NC(=O)C23CC4CC(C2)CC(n2cnc(Br)n2)(C4)C3)cc1Cl	8	11	1	0.8	4	.	0.9	16	1477	0.0009	1
COc1cc(/C=N/Nc2ccc(F)cc2F)cc(OC)c1O	1	-1	1	0.7	50	-8	1.1	29	1361	.	1.4
Nc1nc(-c2ccc(Cl)cc2)nn1C(=O)c1ccco1	-4	5	2	1	4	-14	1.1	-3	1501	-0.55	1.1
O=C(NCc1ccncc1)/C(=C\c1ccc(F)cc1)NC(=O)c1ccccc1	-3	1	2	0.9	5	1	1	10	1586	0.23	1.1
O=C(NCCNCc1ccc(F)cc1)c1ccco1	11	8	12	0.9	0	.	1	10	1672	-0.56	1

Next section
SMILES	PPARg SRC-1 ag	PPARg SRC2 recr	PPARg SRC-3 ag	Diaph act CS	G6PDH counter	S1P3 antag	PMI act hi M6P	Diaph inh CS	SRC2 TRFRET art	ROMK mod	PMI activator
CC(=O)NCCn1c(SCc2cccc([N+](=O)[O-])c2)nc2ccccc2c1=O	-8	-8	-1	0.7	4	-7	0.9	28	1527	-0.081	0.9
CCCCNC(=O)COc1ccccc1C(=O)c1cc(C#N)c(=O)n(CCOC)c1	-9	0	-2	0.8	5	-10	1	20	1516	.	0.9
O=C(Cn1nc(C(F)(F)F)c2c1CCC2)NCc1ccc(Cl)cc1	6	7	-2	0.9	7	.	1.1	7	1630	-2.2	1.1
COC(=O)/C(C#N)=C/c1occc1C	6	8	0	0.9	8	-4	1	6	1686	-0.36	1.1
COCCn1c(=S)[nH]c2cc(C(=O)N3CCN(Cc4ccc5c(c4)OCO5)CC3)ccc2c1=O	4	-7	-3	0.8	-6	11	1	24	1421	-1.7	1.1
CC(=O)c1cc(C)ccc1OC(=O)c1cccnc1	-1	8	4	1	-1	-28	0.9	2	1471	0.35	0.9
Cc1ccc(S(=O)(=O)N/N=C/c2ccc(OCC(=O)Nc3ccccc3Cl)cc2)cc1	2	2	7	0.9	5	.	1	6	1496	.	0.9
Cc1cc(C)cc(NC(=O)C(OC(=O)c2sccc2C)c2ccccc2)c1 (stereo not given)	-2	3	-2	0.9	8	7	0.9	12	1569	.	0.8
Cc1ccc2cc3c(N)c(C(=O)N4CCOCC4)sc3nc2c1	12	16	11	0.9	2	14	1.2	12	1595	.	1.2
O=C(O)CCC(=O)Nc1ccccc1C(=O)NCCc1ccccc1	2	0	2	0.9	5	-12	1	12	1402	-0.57	0.9
c1cncc(-c2nc(NCCCN3CCOCC3)c3c4c(sc3n2)CCC4)c1	4	9	8	1.3	2	4	1	-30	1659	-1.3	1.1
Cn1cccc1CNC1CCCC1	-6	-11	4	0.9	16	.	1.1	8	1464	0.027	0.9
CC1(C(=O)O)CCC(C(=O)NC2CCCCC2)C1(C)C (stereo not given)	3	5	1	0.8	4	.	0.9	19	1523	1	0.9
C#CCOCCOCCOCCNc1nc(N2CCN(C(=O)[C@H]([C@@H](C)CC)n3cc([C@@H](N)CC(C)C)nn3)CC2)nc(N2CCN(C(=O)[C@H]([C@@H](C)CC)n3cc([C@@H](N)CC(C)C)nn3)CC2)n1	-5	1	-2	0.9	5	-15	1.2	6	1512	.	1.1
Cc1ccc(C(=O)CC2(O)C(=O)N(CCc3ccccc3)c3ccc(Br)cc32)o1 (stereo not given)	-6	-9	2	1	10	20	1.2	1	1361	.	1
CCN1CCN(CCCOc2ccc(-c3ccccc3)cc2)CC1	0	-6	-8	1	-10	13	1	-5	1278	.	1
O=S(=O)(c1cnccc1N1CCN(/N=C/c2ccc(Cl)cc2)CC1)N1CCCCC1	7	7	9	0.8	2	.	0.8	16	1526	.	0.8
COC(=O)CCN1CCN(S(=O)(=O)c2ccccc2Br)CC1	-5	-1	2	0.8	6	-4	1.1	19	1423	-0.13	1
Cc1nn2c(Nc3ccccc3)c3c(nc2c1-c1ccccc1)CCC3	0	-3	1	0.7	-4	-1	0.8	27	1512	.	0.9
CCC(c1nnc(SCC(=O)NC23CC4CC(CC(C4)C2)C3)o1)N(C)C (stereo not given)	1	10	10	0.8	2	.	1	15	1616	0.97	0.9
CCOC(=O)c1ccc2ncc(-c3ccccc3)nc2c1	1	4	6	0.9	-1	5	1	10	1560	0.58	0.9
Cc1nc2cc(NS(=O)(=O)c3ccc(Br)cc3)ccc2n1C	5	4	-3	1.2	8	-6	0.9	-22	1424	-1.3	1
Cc1ccc(/C=C(\C#N)C(=O)Nc2c(C)cccc2C)s1	5	5	2	0.9	0	.	0.9	5	1519	.	1
O=C(CSc1nnc(-c2ccco2)o1)NC1CCCCCC1	13	6	11	1	10	-8	1	2	1709	.	1.1
CC(=O)COc1ncnc2c(Cl)cc(Cl)cc12	-5	6	-2	0.9	5	-4	0.9	7	1576	0.25	0.9

(further entries)
SMILES	PPARg SRC-1 ag	PPARg SRC2 recr	PPARg SRC-3 ag	Diaph act CS	G6PDH counter	S1P3 antag	PMI act hi M6P	Diaph inh CS	SRC2 TRFRET art	ROMK mod	PMI activator
O/N=C1/CCSc2ccccc21	3	3	0	0.9	3	-2	0.9	9	1635	.	0.9
CC(=O)N1CCN=C1SCc1cccc(C(F)(F)F)c1	5	3	3	0.9	0	10	1	6	1455	.	1
CCOc1ccccc1NC(=O)C(OC(=O)c1ccc(N(C)C)cc1)c1ccccc1 (stereo not given)	2	-1	-3	0.9	3	3	0.9	10	1348	.	0.9
CCC1CCCCN1C(=O)c1c[nH]c2ccc(S(=O)(=O)N(C)c3ccc(Cl)cc3)cc2c1=O (stereo not given)	3	5	-5	1	15	.	1	4	1475	-1.6	1
COc1ccc(-c2cnc(SCC(=O)Nc3ccc4c(c3)OCO4)n2Cc2ccco2)cc1	9	13	16	0.9	2	.	1.2	5	1640	-1.7	1
COc1ccc(N=c2cc(-c3ccc(O)cc3)oc3ccccc23)cc1	-2	-6	7	0.8	5	-2	1	16	1636	.	0.9
CC(c1ccccc1)N1C(=O)CC(Sc2ncccc2C(=O)O)C1=O (stereo not given)	-6	-8	-3	0.9	-4	-18	1.1	7	1416	0.9*	1
O=C(Cc1ccc(-n2cccc2)cc1)NC1CCCCCC1	9	9	2	1.1	0	.	1.1	-9	1751	.	1.1
O=C(CCN1CCN(c2ccccc2F)CC1)Nc1ccc2c(c1)OCO2	5	1	-1	1	9	-3	1	3	1756	.	1.1
CCOc1ccc(NC(=O)c2cc3c(=O)n(C)c4ccccc4c3n2C)cc1	2	-7	-3	0.8	-4	.	1	20	1633	.	0.9
CCCCNC(=O)c1cc2ccccc2s1	3	7	2	1	-4	13	1.1	3	1547	-2	1
COc1ccccc1NC(=O)Nc1cc(F)ccc1F	-6	8	1	0.8	-3	-5	0.9	19	1454	.	0.9
